PREPL inh: inhibits the human prolyl oligopeptidase-like enzyme; 0.68% of 320,000 active; inhibition, % at 5.96 µM; recombinant PREPL, fluorescence polarization activity-based probe; AID 2751; Q4J6C6; in the data active means inhibition above about 43%;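 further: 0% = enzyme with DMSO and 100% = wells lacking enzyme; many of its hits are not listed in these tables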
JMJD2C inh: human JMJD2C demethylase inhibition; GST-JMJD2C(1-420) H3K9me3 demethylation, DELFIA europium; inhibition, % at 2.35 µM; Q9H3R0; AID 2099; 0.069% of 330,000 active;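 active means more than half of a compound's replicate wells show inhibition beyond 50%, single wells judged on their own value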;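 further: signal counts dimethyl H3K9 product captured on neutravidin plate; 0% = median of DMSO wells and 100% = 0.3 times that DMSO median; strong numbers were not always called active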
TPT1 inh: inhibitors of Candida albicans tRNA 2'-phosphotransferase TPT1; recombinant caTPT1, FP RNA substrate dephosphorylation; inhibition, % at 5 µM; 0.81% of 300,000 active; AID 1962;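 active means inhibition above the mean of all tested compounds plus 3 SD, set per screening campaign, cut at about 24% in these data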;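 further: plate controls were DMSO alone for no effect and ferristatin control at 100 nM for full effect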
Fh CTSL1 inh: blocks F. hepatica cathepsin L1 in PFM18AAP counter-screen | recombinant F. hepatica cathepsin L1, Z-Leu-Arg-MCA fluorescence | inhibition, % at 5.96 µM | 0.49% of 300,000 active | AID 1906;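 active means inhibition above the mean of all tested compounds plus 3 SD, set per screening campaign, cut at about 17% in these data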;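 further: 0% = plate median of test compound wells and 100% = 1 µM Z-Phe-Ala-diazomethylketone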
PP1 inh: counter-screen for PP5 inhibitors: inhibitors of human PP1-alpha; 0.9% of 320,000 active; P62136; AID 2235; purified PP1alpha, OMFP fluorescence; inhibition, % at 6.7 µM;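 active means inhibition above the mean inhibition of all tested compounds plus 3 SD, computed separately for each screening campaign, cut at about 15% in these data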
Target sequence (P62136 whole entry, looked up): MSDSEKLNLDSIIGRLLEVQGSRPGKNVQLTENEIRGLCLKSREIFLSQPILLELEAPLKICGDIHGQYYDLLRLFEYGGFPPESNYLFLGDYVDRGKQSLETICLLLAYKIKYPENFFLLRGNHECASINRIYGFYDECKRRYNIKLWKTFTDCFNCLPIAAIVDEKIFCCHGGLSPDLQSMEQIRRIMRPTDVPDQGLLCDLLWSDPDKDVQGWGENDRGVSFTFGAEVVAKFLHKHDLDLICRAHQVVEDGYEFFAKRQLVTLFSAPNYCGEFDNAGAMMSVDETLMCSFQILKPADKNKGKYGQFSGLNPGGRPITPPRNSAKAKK
Efflux pump mplx: blocks antifungal efflux pumps in multiplex yeast assay; S. cerevisiae Candida pump triplex, Nile Red efflux; inhibition, % at 10 µM; 0.44% of 330,000 active;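 active means plate passing quality check with inhibition over a set limit, or well fluorescence over plate mean plus 4 SD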;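 further: Nile Red retained in pooled yeast measured as flow cytometry median fluorescence; 0% = buffer negative control and 100% = Enniatin B positive control; higher means more Nile Red kept so more efflux inhibition; some compounds called inactive have numbers as strong as hits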
PP5 primary: PP5 (human) phosphatase inhibition | P53041 | purified PP5c, OMFP substrate fluorescence | 0.18% of 320,000 active | inhibition, % at 6.7 µM;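 active means inhibition above the campaign's mean inhibition across all tested compounds plus 3 SD, cut at about 9.5% in these data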;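 further: 0% = DMSO only and 100% = 100 µM cantharidin control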
Target sequence (P53041 whole entry, looked up): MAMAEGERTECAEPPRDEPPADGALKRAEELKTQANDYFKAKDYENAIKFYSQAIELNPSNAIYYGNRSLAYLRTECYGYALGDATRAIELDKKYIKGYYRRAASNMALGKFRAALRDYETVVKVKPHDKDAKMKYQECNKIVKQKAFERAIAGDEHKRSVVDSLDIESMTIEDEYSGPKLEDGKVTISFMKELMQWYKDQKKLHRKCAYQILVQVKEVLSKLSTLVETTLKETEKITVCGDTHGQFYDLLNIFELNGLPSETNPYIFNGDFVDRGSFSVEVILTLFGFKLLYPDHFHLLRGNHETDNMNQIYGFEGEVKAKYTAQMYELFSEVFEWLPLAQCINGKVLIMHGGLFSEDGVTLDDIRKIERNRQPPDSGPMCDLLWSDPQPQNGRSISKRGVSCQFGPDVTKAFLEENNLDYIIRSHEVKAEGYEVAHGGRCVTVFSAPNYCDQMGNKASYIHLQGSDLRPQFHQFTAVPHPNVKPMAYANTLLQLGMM
core dimer inh: blocks dimerization of HCV core protein | TR-FRET GST/Flag-core106 dimerization, 1536-well | 0.33% of 300,000 active | inhibition, % at 5 µM;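 active means inhibition above the mean of all tested compounds plus 3 SD, set per screening campaign, cut at about 45% in these data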
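System – GST-tagged and Flag-tagged HCV core protein residues 1-106 · Repeats – one well for each compound · Technique – TR-FRET 671 and 617 nm emission · Doses – one concentration, 5 µM, in 0.5% DMSO · Times – 4 h, 22.5 °C incubation · Also added – Eu donor and XL665 acceptor anti-tag antibodies · Measure – percent inhibition of core106 dimerization signal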
LYPLA2 counter: counter-screen for PME1 inhibitors: inhibitors of human LYPLA2; inhibition, % at 5.9 µM; AID 2177; recombinant LYPLA2, FP-Rh probe fluorescence polarization; 0.38% of 320,000 active;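 active means inhibition above the screen-wide mean plus 3 SD, limit set per campaign, cut at about 26% in these data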;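 further: 0% = LYPLA2 with DMSO and 100% = wells lacking LYPLA2 enzyme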
Target sequence (O95372 whole entry, looked up): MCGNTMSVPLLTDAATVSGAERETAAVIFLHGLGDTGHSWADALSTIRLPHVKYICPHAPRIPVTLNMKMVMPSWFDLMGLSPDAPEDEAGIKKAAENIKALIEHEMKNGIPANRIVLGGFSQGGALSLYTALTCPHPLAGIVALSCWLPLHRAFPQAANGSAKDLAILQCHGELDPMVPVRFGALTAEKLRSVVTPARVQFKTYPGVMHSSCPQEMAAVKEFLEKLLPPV
* hit, by the source's call; . = not tested or not shown.

SMILES	PREPL inh	JMJD2C inh	TPT1 inh	Fh CTSL1 inh	PP1 inh	Efflux pump mplx	PP5 primary	core dimer inh	LYPLA2 counter
CCc1ccc(NC(=O)CSc2nnc(-c3ccccn3)n2C)cc1	-18	4	-6	-2	6	0.0	2.0	0	0
N#C/C(=C\c1c[nH]c2ccccc12)C(=O)NC1CC1	1	-1	-3	-5	-1	0.2	1.4	-1	3
C/C(N)=C(/C#N)C(=O)CSc1nc2ccccc2c(=O)n1CCCO	-8	18	0	-2	-4	-0.1	-0.7	1	4
CC(OCC(O)CNCC1COc2ccccc2O1)c1ccc(Cl)cc1 (stereo not given)	-22	6	0	4	-4	0.1	-0.6	-2	4
CCC(CO)Nc1nc2ccc(Cl)cc2c2ccccc12 (stereo not given)	25	2	0	3	6	-0.2	5.8	-26	4
CC(=O)Nc1ccc(S(=O)(=O)Nc2nc3ccccc3nc2Nc2ccc(N)cc2)cc1	27	15	77*	2	-7	0.0	1.3	-18	-4
Cc1ccc(N(C)S(=O)(=O)c2cccc(C(=O)Nc3nnc(C4CC4)s3)c2)cc1	0	-6	-1	2	-2	0.1	2.3	4	3
Cc1nnc(SCC(=O)NNC(=O)c2ccco2)n1-c1ccccc1	-1	-6	0	-2	2	-0.1	-0.9	0	-5
Cc1nn(Cc2ccccc2)c(C)c1CNC(=O)[C@H](C)N=C1NS(=O)(=O)c2ccccc21	-2	6	.	.	-1	-0.1	-0.7	.	2
Oc1ccc(Cl)cc1N=Nc1ccccc1	-12	3	-4	1	-3	-0.1	2.2	-1	9
O=C(O)CCC(=O)N1CCN(Cc2ccc3c(c2)OCO3)CC1	0	8	3	-6	-2	-0.4	0.6	8	6
CC1CCCN(CC(=O)N2c3ccccc3Sc3ccccc32)C1 (stereo not given)	-11	-4	7	4	1	-0.1	-1.8	1	-5
COc1ccc(NC(=O)c2ccc(-c3ccc(C(C)=O)cc3)o2)cn1	2	6	.	.	-3	0.0	1.8	.	-4
Cc1ccc(-c2cc(C(=O)N/N=C/c3cccnc3)n[nH]2)o1	9	3	3	3	5	0.2	-0.2	-9	-12
c1ccc(CCCCN2C(Nc3ccccc3)=NC[C@@H]2Cc2ccccc2)cc1	-6	-8	0	-1	5	-0.2	2.9	-10	4
CCN(Cc1ccc(C#CCCO)cc1)CC1CCCN(CCc2cccc(OC)c2)C1 (stereo not given)	-8	-3	1	-2	-2	0.0	0.3	7	2
COc1cccc(CSc2ccc(S(=O)(=O)N3CCOCC3)cc2C(=O)NCC2CCCO2)c1OC (stereo not given)	22	1	-3	-4	0	0.0	0.1	1	8
C=CCCC(=O)N1CCC(n2nccc2NC(=O)CCCc2ccccc2)CC1	20	13	-7	0	-1	0.1	2.2	-8	6
O=C(NCCN1CCOCC1)c1ccc2c(c1)N(Cc1ccccc1)C(=O)c1ccccc1S2	-3	9	1	-5	0	0.1	2.3	-5	-2
C/C(N)=C(/C#N)C(=O)CSc1nnc(Cc2ccccc2F)n1N	6	18	1	0	-2	0.1	-0.8	5	1
O=C(C[n+]1ccsc1)c1ccccc1	-10	9	3	-3	-6	-0.6	2.5	2	1
CN(C)c1ccnc2sc3c(=O)n(-c4ccccc4)cnc3c12	3	1	-4	0	-1	-0.2	0.6	-3	4
COc1cccc(-c2nc(CS(=O)(=O)CC(=O)Nc3ccc(C(C)=O)cc3)c(C)o2)c1	-18	0	3	0	-2	-0.1	4.8	3	-2
CC(=O)C1=C(C)OC(N)=C(C#N)C1c1cc2cc(C)c(C)cc2nc1Cl (stereo not given)	4	-2	0	0	4	0.1	1.0	2	0
O=C(COc1ccc([N+](=O)[O-])cc1)NNC(=O)Nc1ccc([N+](=O)[O-])cc1	6	1	0	-4	8	-0.2	2.0	5	-6

Entries of single compounds, looked up by structure. Order of screens: PREPL inh, JMJD2C inh, TPT1 inh, Fh CTSL1 inh, PP1 inh, Efflux pump mplx, PP5 primary, core dimer inh, LYPLA2 counter
Results for `COc1cccc(-c2nc(CS(=O)(=O)CC(=O)Nc3ccc(C(C)=O)cc3)c(C)o2)c1` = -18, 0, 3, 0, -2, -0.1, 4.8, 3, -2
Results for `CC1CCCN(CC(=O)N2c3ccccc3Sc3ccccc32)C1` (stereo not given) = -11, -4, 7, 4, 1, -0.1, -1.8, 1, -5

More entries:
SMILES	PREPL inh	JMJD2C inh	TPT1 inh	Fh CTSL1 inh	PP1 inh	Efflux pump mplx	PP5 primary	core dimer inh	LYPLA2 counter
CCc1ccc(N(CC)C(=O)Cc2c(C(=O)O)n(C)c3ccccc23)cc1	4	7	-3	6	0	-0.1	-0.9	15	-2
CCN(C(=O)COC(=O)Cc1ccc(F)cc1)c1c(N)n(Cc2ccccc2)c(=O)[nH]c1=O	3	1	.	.	-3	-0.1	0.8	.	3
CC(Cc1ccccc1)N1C(=O)c2cccc([N+](=O)[O-])c2C1=O (stereo not given)	10	-21	-44	-4	6	0.1	3.0	9	-5
CN(C)/C=N/c1nc2ncc(-c3ccc(Cl)cc3)c(/N=C/N(C)C)n2n1	0	10	0	2	-2	-0.3	-1.5	-4	-3
CCOC(=O)C1=C(C)Nc2ccccc2N=C1NC(=O)CCCN1C(=O)c2ccccc2C1=O	14	-7	-6	7	7	0.0	-2.3	-1	-1
O=C(O)c1cccnc1SCc1cn2cc(Cl)ccc2n1	11	-3	1	-5	-2	0.1	-1.5	-2	5
Cc1csc(NC(=O)CCNC(=O)c2ccc([N+](=O)[O-])cc2)n1	3	7	1	-2	-1	-0.8	-0.7	1	-4
COc1cccc(CC(=O)OCC(=O)N(C)CC(=O)Nc2ccccc2Cl)c1	0	17	.	.	-2	0.1	0.3	.	2
COc1ccc(C2N(c3cc(Cl)ccc3OC)C(=O)C3CCCN32)cc1 (stereo not given)	5	4	1	-2	-3	-0.3	0.3	-5	-11
Cc1nc2ccccc2cc1C(=O)N/N=C/c1ccco1	-3	4	2	-1	3	0.1	2.6	-7	-4
COc1ccc(S(=O)(=O)N2CCCCC2C)cc1 (stereo not given)	6	-13	1	-3	1	0.1	0.7	3	-6
CCN1CCN(C(C(=O)NC2CCCC2)c2ccc(Cl)cc2)CC1 (stereo not given)	-13	-3	0	1	-2	0.0	-1.1	18	-3
COc1ccc(OC)c(NC(=O)CSc2nc3c(c(=O)n(C)c(=O)n3C)n2C)c1	-8	2	0	0	-1	-0.1	2.9	2	-2
Cc1cccc(NC(=O)C2CC(=O)N(c3ccc4c(c3)OCCO4)C2)n1 (stereo not given)	7	3	.	.	6	-0.2	1.0	.	3
Cc1ccc(NC(=O)CSc2nc(-c3ccco3)cc(C(F)(F)F)n2)cc1C	-7	-9	-3	5	3	0.0	-1.1	4	5
Cc1ccsc1C(=O)Nc1nnc(-c2ccco2)o1	2	8	0	3	-1	0.0	-0.7	-1	0
C[N+](C)(C)CCCCCCCCCC[N+](C)(C)C	-7	-14	-4	-1	-3	0.0	-1.2	3	1
C=CCn1c(=O)c2c(nc3n2CCCN3Cc2ccccc2)n(C)c1=O	22	-2	-4	7	-2	-0.1	1.5	-17	7
COc1ccccc1C(=O)N/C(=C/c1ccccc1)C(=O)Nc1ccc(C(=O)O)cc1	6	2	1	9	-7	-0.1	0.6	-2	0
CCOc1cc(C(=O)NCc2nnc(SCC(=O)OC)n2C)cc(OCC)c1OCC	2	5	3	-2	-2	-0.3	-1.3	1	2
Cc1ccnc2ccc(SC(F)(F)F)cc12	2	2	3	1	0	0.0	2.5	-4	0
CC12CCC(C(=O)Nc3ccc(Br)cn3)(OC1=O)C2(C)C (stereo not given)	19	-6	-3	-8	-1	-0.1	0.9	-4	4
Cc1cccc(C(=O)N2CCC(=O)N(C(COCc3cccc(Cl)c3)Cc3ccccc3)CC2)c1 (stereo not given)	21	5	2	-1	-6	0.1	3.1	20	-2
CCS(=O)(=O)c1ccc2c(c1)N(S(C)(=O)=O)CC(C(=O)NC1CC1)O2 (stereo not given)	-10	-15	-2	-5	1	0.4	1.8	-7	-1
CCOc1cccc(/C=N/NC(=O)c2cc(-c3cccn3C)n[nH]2)c1O	27	-20	1	3	11	-0.1	-0.3	19	-19

Among those listed so far, three contain two or more sulfur atoms.
SMILES	PREPL inh	JMJD2C inh	TPT1 inh	Fh CTSL1 inh	PP1 inh	Efflux pump mplx	PP5 primary	core dimer inh	LYPLA2 counter
Cc1ccc(N(C)S(=O)(=O)c2cccc(C(=O)Nc3nnc(C4CC4)s3)c2)cc1	0	-6	-1	2	-2	0.1	2.3	4	3
COc1cccc(CSc2ccc(S(=O)(=O)N3CCOCC3)cc2C(=O)NCC2CCCO2)c1OC (stereo not given)	22	1	-3	-4	0	0.0	0.1	1	8
CCS(=O)(=O)c1ccc2c(c1)N(S(C)(=O)=O)CC(C(=O)NC1CC1)O2 (stereo not given)	-10	-15	-2	-5	1	0.4	1.8	-7	-1

Molecules listed so far that have a nitro group on carbon (3):
SMILES	PREPL inh	JMJD2C inh	TPT1 inh	Fh CTSL1 inh	PP1 inh	Efflux pump mplx	PP5 primary	core dimer inh	LYPLA2 counter
O=C(COc1ccc([N+](=O)[O-])cc1)NNC(=O)Nc1ccc([N+](=O)[O-])cc1	6	1	0	-4	8	-0.2	2.0	5	-6
CC(Cc1ccccc1)N1C(=O)c2cccc([N+](=O)[O-])c2C1=O (stereo not given)	10	-21	-44	-4	6	0.1	3.0	9	-5
Cc1csc(NC(=O)CCNC(=O)c2ccc([N+](=O)[O-])cc2)n1	3	7	1	-2	-1	-0.8	-0.7	1	-4

(continued)
SMILES	PREPL inh	JMJD2C inh	TPT1 inh	Fh CTSL1 inh	PP1 inh	Efflux pump mplx	PP5 primary	core dimer inh	LYPLA2 counter
CC1(C)Cc2c(cnn2-c2cccc(F)c2)C(NC(=O)c2ccc(=O)[nH]n2)C1 (stereo not given)	-4	0	0	2	-3	0.0	3.0	3	-3
O=C(N=C1SC2CS(=O)(=O)CC2N1c1ccc(F)cc1)C1CC1 (stereo not given)	2	-2	-2	-2	-2	0.6	-2.1	3	-11
O=C(Cc1c(C(=O)O)[nH]c2ccccc12)NC1CCCC1	-1	6	-4	1	-1	-0.1	1.0	-1	3
CC(=O)c1c(C)oc2c1cc(NS(=O)(=O)c1ccc(C(=O)O)cc1)c1ccccc12	8	-18	0	5	1	0.0	-0.4	-4	-8
Cc1ccc([C@@H]2C[C@H]3CN(Cc4cccc(Cl)c4)C(=O)[C@]34CCCN24)o1	14	-7	5	-1	-1	0.0	-1.4	6	3
O=C(c1ccco1)N1CCN(Cc2csc(-c3ccccc3Cl)n2)CC1	37	-16	5	3	-2	0.1	-0.5	10	-4
COC(=O)c1cn(-c2cccc(C)n2)cn1	6	-3	-2	0	-3	0.0	1.2	-4	-1
CC(=O)Nc1ccc(S(=O)(=O)NCC2CCC(C(=O)N3CCCCCC3)CC2)cc1 (stereo not given)	5	-4	-2	1	-2	0.0	0.9	-2	1
Cc1ccc(N2CC(C(=O)Nc3ccc4c(c3)OCO4)CC2=O)cc1 (stereo not given)	-3	2	-1	-4	0	0.0	2.5	1	-7
O=C(CCNC(=O)c1ccc(Br)cc1)Nc1cccc(S(=O)(=O)N2CCCC2)c1	2	-5	1	-3	3	0.1	-2.9	-2	-7
O=C(COc1ccccc1)N1CCNC1=O	6	-2	-6	-2	-2	-0.1	4.1	-15	16

Screening data: PubChem BioAssay, several laboratories

Only part of the results is shown; count on the stated rates, not on these rows.
